Compound activity: PubChem, several laboratories
PrPC surface inh = reduces human prion protein on the cell surface | cell surface PrPC, TR-FRET read-out | actives 0.43% (n = 370,000) | AID 720596 | P04156 | inhibition, % at 13.8 µM; in the data active = inhibition above about 24%; also: 0% = median of the test wells and 100% = reference compound wells
TcdB inh = TcdB glycohydrolase inhibition | P18177 | TcdB glycohydrolase enzymatic assay, plate reader | inhibition, % at 9.99 µM | actives 0.24% (n = 350,000); in the data active = inhibition above about 10%
BoNT-A LC inh2 = blocks Botulinum neurotoxin A light chain protease; multiplex microsphere protease substrate cleavage, flow cytometry; inhibition, % at 10 µM; actives 0.17% (n = 360,000); also: plate controls were buffer without enzyme for full effect and enzyme alone for no effect
Vc quorum ag = inducers of Vibrio cholerae quorum light production without autoinducers; V. cholerae BH1578 lux reporter, luminescence, 6 h; activation, % at 18.7 µM; actives 0.16% (n = 350,000); AID 588436; in the data active = activation mostly above about 9.7%, no sharp cut-off; inconclusive = no clear call, values can overlap the other calls; inactive = mostly below about 3.7%; also: not every result past the cut was called active; inactives centre near 0; reference of the scale not given here
3CLpro inhibitor = SARS-CoV 3CLpro protease inhibition; inhibition, % at 6 µM; recombinant SARS-CoV 3CLpro, quenched FRET peptide cleavage; actives 0.14% (n = 290,000); P0C6X7; AID 1706; in the data active = inhibition above about 12%
PfHsp40 yeast = rescue of PfHsp40-mediated yeast toxicity | S. cerevisiae expressing PfHsp40, growth rescue, ATP luminescence | growth rescue, % at 12.5 µM | actives 0.68% (n = 340,000) | AID 504582; in the data active = growth rescue above about 28%, passing the limit was not always enough; inconclusive = no clear call, values can overlap the other calls;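 also: yeast W303a lacking pdr1 and pdr3 grown in galactose medium; growth measured after three days at 30 °C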
Anthrax LF inh2 = blocks Bacillus anthracis lethal factor protease; P15917; multiplex microsphere protease cleavage assay, LF; inhibition, % at 10 µM; actives 0.12% (n = 360,000); AID 588501; also: plate controls were buffer without enzyme for full effect and enzyme alone for no effect
Target sequence (P15917 whole entry, looked up): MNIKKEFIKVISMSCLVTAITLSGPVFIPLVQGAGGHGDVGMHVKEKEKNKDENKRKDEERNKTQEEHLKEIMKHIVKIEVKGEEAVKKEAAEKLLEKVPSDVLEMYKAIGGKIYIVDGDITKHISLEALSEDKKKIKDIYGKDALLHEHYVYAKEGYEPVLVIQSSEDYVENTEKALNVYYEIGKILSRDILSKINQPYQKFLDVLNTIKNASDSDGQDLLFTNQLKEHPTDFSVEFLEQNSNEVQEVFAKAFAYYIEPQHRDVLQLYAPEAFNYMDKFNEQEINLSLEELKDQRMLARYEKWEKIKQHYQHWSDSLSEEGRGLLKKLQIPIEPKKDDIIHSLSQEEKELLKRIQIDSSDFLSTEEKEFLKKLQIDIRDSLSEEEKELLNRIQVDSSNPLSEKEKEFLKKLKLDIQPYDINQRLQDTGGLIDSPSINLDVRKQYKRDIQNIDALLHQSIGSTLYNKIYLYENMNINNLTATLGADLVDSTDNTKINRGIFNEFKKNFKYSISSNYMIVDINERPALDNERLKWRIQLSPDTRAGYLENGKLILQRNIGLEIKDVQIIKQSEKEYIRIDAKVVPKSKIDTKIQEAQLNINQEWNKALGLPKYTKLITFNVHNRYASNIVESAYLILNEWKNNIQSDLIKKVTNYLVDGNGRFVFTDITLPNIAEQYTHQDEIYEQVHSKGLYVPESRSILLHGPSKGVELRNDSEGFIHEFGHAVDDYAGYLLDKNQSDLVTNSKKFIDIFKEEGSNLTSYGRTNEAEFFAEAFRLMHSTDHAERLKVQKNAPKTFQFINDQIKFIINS
Y pestis TopoI = Y. pestis Topo-I inhibition via cleavage products; Y. pestis Topo-I cleavage product accumulation, plate reader; activity, % at 10 µM; actives 0.064% (n = 360,000); AID 504884; in the data active = activity above about 50%, passing the limit was not always enough; inconclusive = no clear call, values can overlap the other calls; also: inactives centre near 2
SSB-PriA inh = blocks PriA binding to SSB C-terminal tail | actives 0.6% (n = 430,000) | inhibition, % at 33 µM | AlphaScreen SSBct-PriA binding, biotinylated peptide; in the data active = inhibition mostly above about 37%, no sharp cut-off; inactive = mostly below about 20%;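 also: plate controls were negative control peptide for no effect and reference peptide for full effect; strong numbers were not always called active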
Active calls of the source: *; i = inactive; ? = inconclusive; · = not tested or not shown. Rule as the data show it, unless noted: active = inhibition above about 30%; inconclusive = no clear call, values can overlap the other calls; inactive = below that.

SMILES	PfHsp40 yeast	SSB-PriA inh	TcdB inh	Y pestis TopoI	PrPC surface inh	BoNT-A LC inh2	3CLpro inhibitor	Anthrax LF inh2	Vc quorum ag
Cc1c(C(=O)N2CCCC2)sc(NC(=O)c2ccc(Cl)cc2)c1C#N	-0.8	-10	·	5	2	-0.5	-10	3	-0.1
COc1ccc(Cl)cc1S(=O)(=O)Nc1ccc(Cl)cn1	1.2	-7	0.3	-3	-3	-2.2	-5	9	i
CCN(CC)C(=O)[C@H]1C[C@H](CC(=O)NCCCN(C)C)C(=O)N2CCc3c([nH]c4cc(-c5ccco5)ccc34)[C@]12C	-0.5	-1	1.5	-10	4	-0.1	·	0	-0.4
O=C(CN(Cc1ccco1)C(=O)CNS(=O)(=O)c1ccc(Cl)cc1)NCc1ccco1	0.0	2	0.3	-4	-6	1.5	3	2	i
O=C(NCc1ccc(F)cc1)c1cc(C2CCCCN2S(=O)(=O)c2cccs2)on1 (stereo not given)	·	·	0.9	37	14	-0.1	·	6	i
O=C(NCc1ccccc1)c1cccc(COc2cc(Cl)ccc2Cl)c1	-0.6	2	1.5	-4	1	-1.1	5	-4	0.3
CSc1nc2nc(C)c(CCC(=O)OCC(=O)Nc3ccc(F)cc3)c(C)n2n1	-0.2	4	1.3	-7	-3	-4.5	·	2	-5.0
O=C(Nc1c(Cl)cccc1Cl)c1cc(-c2ccco2)on1	0.1	10	0.0	6	7	0.6	-1	-3	-0.4
CC1=NN(c2ccccc2)C(=O)/C1=C\c1c(C)[nH]n(-c2ccccc2)c1=O	-2.1	·	·	11	-1	-0.1	-3	-3	-0.3
CCOc1ccc(-c2cc(N)n(S(=O)(=O)c3cccc4nsnc34)n2)cc1	1.5	24	1.9	-1	-12	0.2	-3	-4	-0.6
CCCCn1c(N)c(N(Cc2ccccc2OC)C(=O)c2sccc2C)c(=O)[nH]c1=O	-0.4	-7	1.1	1	4	1.8	·	-1	i
Cn1c(O)c(N=Nc2ccccc2)c2ccccc21	5.4	2	1.0	2	-3	-3.7	-1	-7	-13
CCN(CCNc1ccc([N+](=O)[O-])c2cccnc12)S(=O)(=O)c1ccccc1	0.8	-6	·	-1	4	3.6	3	1	-0.3
CC(=O)Nc1ccc(S(=O)(=O)Nc2cc([N+](=O)[O-])ccc2C)cc1	4.3	-1	0.4	5	-3	-1.7	4	-3	-0.6
CC(=O)C1=C(c2ccccc2)N(C(C)=O)n2c(C)nnc2S1	-1.4	15	1.9	-1	-6	-0.2	-3	-1	0.8
CCc1sc(C(=O)Nc2ccsc2C(=O)OC)cc1Br	0.0	-7	·	3	1	-0.3	·	-4	i
COc1ccc(C2=CCCC2)c(OC)c1	-1.7	-7	-1.1	1	-3	-0.3	·	1	-1.9
O=C(/C=C/c1ccc(Cl)cc1)NC1CC2CCC1C2 (stereo not given)	2.1	-4	5.2	-2	3	0.0	3	-3	i
O=C(NC1CCN(C(=O)N2c3ccccc3Sc3ccccc32)CC1)c1ccco1	0.5	-5	·	2	-4	0.0	-3	-1	i
O=C(Oc1ccc[nH]c1=O)c1ccccc1	·	·	-0.8	-3	0	-0.5	·	-2	-5.9

(next part)
SMILES	PfHsp40 yeast	SSB-PriA inh	TcdB inh	Y pestis TopoI	PrPC surface inh	BoNT-A LC inh2	3CLpro inhibitor	Anthrax LF inh2	Vc quorum ag
CC(C)[C@H](NC(=O)c1ccccc1)C(=O)OCC(=O)Nc1ccc(Cl)cc1C(F)(F)F	2.7	-11	0.6	5	-11	-0.5	6	-3	-1.5
Cc1c(NC(=O)Oc2ccccc2)sc(=S)n1C	0.1	-13	·	-10	5	-2.4	5	-6	1.4
N#Cc1ccccc1NC(=O)COC(=O)c1ccc(F)cc1F	-0.2	-7	-0.4	2	5	1.5	1	-1	-0.5
Cc1ccc(C)c(NC(=O)C2CC(=O)N(C(C)C)C2)c1 (stereo not given)	-1.2	-4	·	0	2	-1.0	1	-2	i
Nc1ncnc2c1ncn2[C@@H]1O[C@H](C(=O)NCC2CCN(Cc3ccccc3)CC2)[C@@H](O)[C@H]1O	·	·	1.1	·	3	0.3	·	-3	·
CCc1ccccc1NC(=O)C1=CN2CCS(=O)(=O)N=C2C=C1	0.3	2	2.0	0	5	-1.3	·	-4	i
COc1cc(OC)c2c(c1)OC(=O)CC2c1cc(OC)c(OC)c(OC)c1 (stereo not given)	1.1	7	1.2	-10	-20	-0.3	·	0	12
COc1ccc(NC(=O)Cc2ccccc2)cc1	23	-10	·	0	2	-0.3	1	-2	i
O=C(CCNC(=O)N1CC(=O)Nc2ccccc21)NCc1ccc(Cl)cc1	·	·	-0.7	4	4	-0.4	·	-2	i
CCCCCN(C(=O)CCC(=O)OCC(=O)Nc1cccc(CC)c1)c1c(N)n(CCCC)c(=O)[nH]c1=O	-0.8	-14	0.8	24	4	-1.5	·	-1	i
O=P(CCC(F)(F)F)(CCC(F)(F)F)CCC(F)(F)F	0.9	-5	·	-4	8	1.3	1	0	-6.2
Cc1cc(/C=C2\C(=N)N3N=C(S(C)(=O)=O)SC3=NC2=O)c(C)n1Cc1ccccc1	0.1	-1	-0.6	11	5	-0.2	-3	-1	-0.5
Cn1nnc2sc3c(c2c1=O)CCCC3	0.3	1	·	-13	-14	-2.2	-11	-1	-1.3
Cc1ccc(NC(=O)c2cccnc2C(=O)O)nc1	-0.3	-10	1.1	-8	5	3.6	0	-5	i
Cc1ccc(C)c(C(=O)COC(=O)Cn2[nH]c(=O)c3ccccc3c2=O)c1	-0.7	-8	-1.3	13	4	·	·	·	i
CN1C[C@H]2CON(C)[C@H]2C[C@H]1c1cccc(-c2ccccc2)c1	-1.5	12	1.3	2	7	-0.5	·	-3	-0.5
CCOC(=O)N1CCN(Cc2nc(N)nc(Nc3ccc(OCC)cc3)n2)CC1	-1.8	-6	·	10	-12	-0.1	-7	-3	i
CC1(C)CC(=O)C2=C(C1)OC(N)=C(C#N)C21CCN(C(=O)OCc2ccccc2)CC1	-1.4	2	·	30	-3	-0.2	0	-2	-8.3
COc1cccc(-c2nc(CS(=O)(=O)CC(=O)Nc3c(C)cccc3C)c(C)o2)c1	-1.9	-4	-0.6	3	2	1.1	5	-5	-0.8
COc1ccc(-n2c(SCC(=O)NCC3CCCO3)nc3c(c2=O)SCC3)cc1OC (stereo not given)	-0.6	-23	-2.3	-1	-9	-0.8	1	-1	i

Profiles, quoted from the list. Order of screens: PfHsp40 yeast	SSB-PriA inh	TcdB inh	Y pestis TopoI	PrPC surface inh	BoNT-A LC inh2	3CLpro inhibitor	Anthrax LF inh2	Vc quorum ag
CCc1ccccc1NC(=O)C1=CN2CCS(=O)(=O)N=C2C=C1 in the list: 0.3	2	2.0	0	5	-1.3	·	-4	i
COc1ccc(-n2c(SCC(=O)NCC3CCCO3)nc3c(c2=O)SCC3)cc1OC (stereo not given) in the list: -0.6	-23	-2.3	-1	-9	-0.8	1	-1	i
O=P(CCC(F)(F)F)(CCC(F)(F)F)CCC(F)(F)F in the list: 0.9	-5	·	-4	8	1.3	1	0	-6.2

The list goes on:
SMILES	PfHsp40 yeast	SSB-PriA inh	TcdB inh	Y pestis TopoI	PrPC surface inh	BoNT-A LC inh2	3CLpro inhibitor	Anthrax LF inh2	Vc quorum ag
CCCNc1c(NC(=O)COc2ccc(Cl)cc2)c(=O)oc2ccccc12	0.7	-10	-0.1	21	6	-0.2	-1	-1	-0.2
CCN1C(=NCCc2cccs2)N[C@@H](c2cccs2)C(C(=O)OC)=C1C	2.6	7	·	-3	·	2.0	-2	-8	i
CCCc1nc2nc(C)c(NS(=O)(=O)c3ccc(F)cc3)c(=O)n2[nH]1	-1.4	-9	2.0	-9	9	0.9	-4	14	-4.8
CC1CCCCN1C(=O)CSc1nc2ccsc2c(=O)n1Cc1ccccn1 (stereo not given)	-1.2	-1	·	4	2	-0.6	-2	1	1.7
COc1ccc(NC(=O)c2c(N)no[n+]2[O-])cc1	-0.5	-17	0.4	-1	26*	-0.6	2	-3	-0.3
CC(C)(O)[C@H](O)Cc1cc2ccc(=O)oc2cc1O[C@@H]1O[C@H](CO)[C@@H](O)[C@H](O)[C@H]1O	-1.1	-17	0.7	-5	-3	-0.5	·	4	i
O=[N+]([O-])c1cccc(-c2noc(-c3ccco3)n2)c1	0.1	-8	0.2	-1	-10	?	-1	-9	i
N#Cc1c(C(F)(F)F)cc(-c2ccccc2)[nH]c1=O	-0.5	-10	·	2	0	-0.1	-2	-3	i
COc1cccc(NC(=O)Cn2nnc(C(=O)NCc3ccc4c(c3)OCO4)c2N)c1	1.0	-2	-0.4	-3	-1	-0.1	5	-5	-0.5
O=C(CCc1ccccc1)NC(NC(=S)Nc1cccc(Cl)c1)C(Cl)(Cl)Cl (stereo not given)	-0.1	-5	-0.1	3	16	0.4	2	-2	-8.3
COc1ccc(S(=O)(=O)NNC(=O)C2Cc3c(ccc4ccccc34)O2)cc1 (stereo not given)	-0.5	-7	·	1	7	-0.3	2	-1	-0.3
CC1(C)CC(=O)c2c(O)cc(OCc3ccc(Br)cc3)cc2O1	1.4	-29	2.0	33	7	1.8	0	-3	-0.2
CCc1nc2c(OCc3ccc(Cl)cc3)cccn2c1N(C)C(=O)c1cccs1	·	·	1.1	1	5	0.1	·	-3	-0.3
C=CCn1cc(C(=O)OCC)c(=O)c2ccc(F)cc21	-0.6	-1	1.4	7	-1	-0.1	1	2	1.6
COc1cc(/C=C2/C(=O)NC(=O)N(c3ccccc3)C2=O)ccc1O	0.9	-13	-0.6	5	3	0.0	2	-2	-0.3
Cn1c2c(c(=O)n(C)c1=O)C(CC(=O)Nc1ccccc1F)C(=O)N2 (stereo not given)	·	0	0.5	1	1	-7.5	2	?	-0.6
COc1ccc(C2(CNC(=O)c3ccccc3[N+](=O)[O-])CCOCC2)cc1	-0.4	-21	1.5	-1	-9	-0.1	2	0	0.0
COC(=O)CCC(=O)NC(=S)Nc1ccc(S(=O)(=O)Nc2cc(OC)nc(OC)n2)cc1	-0.5	-7	·	-4	6	-0.9	2	-3	-0.3
O=C(O)CC/C(=C\c1ccc(N2CCCC2)c([N+](=O)[O-])c1)c1nc2ccccc2s1	1.2	14	2.0	29	-13	0.8	1	-3	0.4
CCOC(=O)c1cc(C#N)c(N2CCCNCC2)nc1C(F)(F)F	-0.5	-9	0.4	2	3	1.2	0	5	i

Other results.
SMILES	PfHsp40 yeast	SSB-PriA inh	TcdB inh	Y pestis TopoI	PrPC surface inh	BoNT-A LC inh2	3CLpro inhibitor	Anthrax LF inh2	Vc quorum ag
CCC(C(=O)Nc1ccc(S(=O)(=O)N2CCN(C)CC2)cc1)c1ccccc1 (stereo not given)	-0.3	-9	2.0	-4	-4	6.2	6	4	-0.4
COc1ccc(-n2c(C)nc3cc(C(=O)NCc4ccc5c(c4)OCO5)ccc32)cc1	2.9	-1	-0.4	28	-2	0.2	1	-1	i
CCOc1ccc(Nc2nc(N3CCCC3)nc(N3CCN(c4ccc(OC)cc4)CC3)n2)cc1	-0.3	-4	0.6	5	6	-0.1	-2	0	-0.2
Cc1ncoc1C(=O)N1CCCC(C(=O)c2cccc(OC(C)C)c2)C1 (stereo not given)	0.4	-14	-0.7	5	8	-2.1	1	-7	i
COc1cccc(-c2nc3ccc(C(=O)N4CCCC(O)C4)cc3o2)c1 (stereo not given)	-1.7	3	1.0	-1	-2	3.3	-4	-6	·
Cc1ccc2cc(C#N)c(NCCNC(=O)C3CC3)nc2c1C	-0.6	-25	·	-4	9	0.3	-1	-6	-0.3
Cc1ccc(-c2cc(=O)[nH][nH]2)c(C)c1	-0.4	-8	·	-8	4	1.0	-6	-1	i
CCOc1ccc(NC(=O)N2CCC(C(=O)c3ccc(F)cc3)CC2)cc1	1.6	-7	·	15	-2	-0.2	1	0	i
CCS(=O)(=O)n1nc(NCc2cccc(OC)c2)nc1NCc1cccc(OC)c1	-0.5	-6	·	16	1	-0.5	2	1	-0.5
O=C(NC(c1ccccc1)c1ccccc1)c1ccc(S(=O)(=O)C(F)F)cc1	-1.3	-13	·	1	-6	0.2	1	-2	i
COc1ccc(C2CC(c3ccc(F)cc3)n3nc(NC(=O)c4ccco4)nc3N2)cc1 (stereo not given)	-0.2	-8	1.7	-2	-1	-1.1	4	-9	-0.9

The list is partial, so the mix of outcomes need not match the whole.
